HIV RNase H inh: HIV-1 RT RNase H inhibitors, primary screen, biochemical, fluorescence; RT-RNase H RNA/DNA duplex cleavage; inhibition, % at 10 µM; hit rate 1.9% among 65,000; in the data active = inhibition above about 50%
RmlC RmlD mix: RmlC and RmlD coupled enzyme inhibitors, primary screen, biochemical, 384-well, compound mixtures, retest | RmlC/RmlD coupled enzyme inhibition, 384-well mixture HTS | inhibition, % at 5.5 µM | hit rate 0.39% among 110,000; in the data active = inhibition above about 30%, passing the limit was not always enough; inconclusive = no clear call, values can overlap the other calls; also: strong numbers were not always called active
Numbers without * were called inactive; ? = inconclusive; . = not tested or not shown. Not all compounds are listed, so the mix of outcomes need not match the whole.

Value order – HIV RNase H inh | RmlC RmlD mix
COc1ccc(S(=O)(=O)N(CC(=O)O)c2ccccc2)cc1
    -1.3 | -7.9
O=C(CCCc1nc(-c2ccccc2Cl)no1)NC1CCCCC1
    -4.5 | -7.8
COC(=O)[C@@]1(Cc2ccc(F)cc2)[C@H]2c3cc(C(=O)N4CCCC4)n(CCO)c3C[C@H]2CN1C(=O)c1ccccc1
    . | -70.6
O=C(Cn1nnc(-c2cccc(C(F)(F)F)c2)n1)N1CCOCC1
    -5.8 | 3.7
CCN(C(=O)CSc1ncn[nH]1)C1CCCCC1
    . | 7.3
CCCS(=O)(=O)N1CCN(C(=O)c2cccs2)CC1
    -1.3 | -8.3
CN1CCN(c2ccccc2N)CC1
    . | -6.2
Cc1ccccc1S(=O)(=O)Cc1ccc(C(=O)N2CCN(c3ncccn3)CC2)o1
    -8.6 | -10.8
Cc1ccc(-c2nnc(N3CCN(C(=O)CN4CCOCC4)CC3)c3ccccc23)cc1
    -12.4 | 6.2
Cc1ccc(S(=O)(=O)N2CCN(C(=O)CN3CCOCC3)C2)cc1
    9.7 | 3.9
COc1cccc(N(CC(=O)N2CCN(C)CC2)S(=O)(=O)c2ccccc2)c1
    0.3 | 9.2
CCn1c(SCC(=O)N2CCCc3ccccc32)nnc1-c1ccoc1C
    . | -0.8
O=C(O)CCNS(=O)(=O)c1ccccc1
    -5.2 | -43.5
O=C(C1CC1)N1CCc2cc(Br)cc(S(=O)(=O)NCc3ccco3)c21
    -14.0 | -5.8
O=S1(=O)C=CC(Nc2ccccc2)C1 (stereo unspecified)
    . | -0.2
CCOC(=O)CSc1n[nH]c(-c2cccnc2)n1
    -28.1 | .
CCOCCCNC(=O)c1cc2sc(Cl)cc2n1CC
    -13.3 | 62.4
CCNC(=O)CSc1nc2ccccc2c(=O)n1-c1cc(OC)ccc1OC
    . | 30.7
CC1CCCN(C(=O)CNC(=O)Cn2ccc3ccccc3c2=O)C1 (stereo unspecified)
    -3.5 | 7.7
O=[N+]([O-])c1ccc(Cl)c(/C=N/N2CCN(Cc3ccccc3)CC2)c1
    . | 10.2

Continued, starting with the last 5 of the part before.
Value order – HIV RNase H inh | RmlC RmlD mix
CCOC(=O)CSc1n[nH]c(-c2cccnc2)n1
    -28.1 | .
CCOCCCNC(=O)c1cc2sc(Cl)cc2n1CC
    -13.3 | 62.4
CCNC(=O)CSc1nc2ccccc2c(=O)n1-c1cc(OC)ccc1OC
    . | 30.7
CC1CCCN(C(=O)CNC(=O)Cn2ccc3ccccc3c2=O)C1 (stereo unspecified)
    -3.5 | 7.7
O=[N+]([O-])c1ccc(Cl)c(/C=N/N2CCN(Cc3ccccc3)CC2)c1
    . | 10.2
O=C(Cn1c(CC(=O)N2CCOCC2)nc2ccccc21)Nc1ccc2c(c1)OC(F)(F)O2
    -3.0 | 13.2
N#Cc1c(NCc2ccccc2)ccnc1NCc1cccnc1
    -23.8 | 7.0
C=CCn1c(COc2cccc3cccnc23)nnc1SCC(=O)OC
    -7.4 | 3.5
CCCP(=O)(CC(=O)O)c1ccccc1 (stereo unspecified)
    -10.3 | 14.8
O=C(Nc1cnn(Cc2ccc(F)cc2)c1)c1cc2nc(-c3ccco3)cc(C(F)(F)F)n2n1
    58.6* | ?
CC(C)C(=O)Nc1c2c(nc3ccccc13)N(C)CC2
    0.3 | 25.0
CCOC(=O)c1ccc(COC(=O)c2ccc(-c3nnc(-c4ccccc4)o3)cc2)o1
    9.6 | -179.9
O=C(CCn1c(=O)oc2ccccc21)Nc1nc2ccccc2s1
    . | -8.8
CC(C)OC(=O)COc1ccc(-c2ccccc2)cc1
    . | -3.3
O=C(CCNC(=O)Cn1ccc2ccccc2c1=O)NCCCN1CCN(c2ccc(F)cc2)CC1
    1.9 | 6.2
COc1ccccc1N1CCN(c2nc3c(C)cccn3c(=O)c2C=O)CC1
    . | 10.2
CCC(c1nnnn1Cc1ccc(OC)cc1)N(CCCO)Cc1cc2cc3c(cc2[nH]c1=O)OCO3 (stereo unspecified)
    . | -2.5
Fc1ccc(Nc2nc(Oc3ccc4c(c3)OCO4)nc(N3CCOCC3)n2)c(F)c1
    20.9 | 13.5
CN(c1ccc(C(=O)NCC2CCCO2)cc1)S(=O)(=O)c1ccccc1 (stereo unspecified)
    -9.7 | 2.7
CCOCCCNC(=O)c1c[nH]c2ccc(C)cc2c1=O
    . | -9.1
O=C(CSc1nnc(Cc2ccccc2)n1-c1ccc(F)cc1)N1CCOCC1
    -10.7 | 22.1
O=C(NCC(=O)N1CCCC1)c1cccs1
    -1.9 | -7.8
CCOC(=O)c1cc(-c2ccc(C)cc2)n(CCC(=O)NC(C)CC)c1C (stereo unspecified)
    . | 0.3
COc1cc(-c2[nH]nc3c2C(c2ccoc2)C(C#N)=C(N)O3)cc(OC)c1OC (stereo unspecified)
    . | 3.5
O=C(NCCOCCOCCNC(=O)c1cccnc1)c1cccnc1
    5.6 | 6.9
O=C(Nc1ccc(OCC(F)(F)C(F)F)c(C(F)(F)F)c1)c1ccc(Cl)cc1
    . | 5.5
CC(Sc1nnc(-c2cccs2)n1-c1ccccc1)C(=O)NCc1ccco1 (stereo unspecified)
    . | -16.8
CC1=C(C(=O)Nc2ccccc2)C(c2cccs2)C(C#N)=C(SCC#N)N1 (stereo unspecified)
    55.5* | .
COc1ccc2c(c1)C(=O)N(c1ccc(C)cc1)C(=O)C2
    . | 0.5
O=C(c1cc2nc(-c3ccco3)cc(C(F)(F)F)n2n1)N1CCN(c2ccccn2)CC1
    -4.2 | 29.4
O=C(CCn1c(=O)sc2ccccc21)Nc1ccon1
    -11.3 | 6.8
OCCNCCCCOc1ccccc1F
    -11.4 | -3.4
FC(F)(F)c1nnc2sc(-c3ccco3)nn12
    -2.2 | -1.1
COc1ccccc1CNC(=O)N[C@@H](Cc1ccccc1)C(=O)O
    -10.5 | 2.4
Cc1ccc(C(=O)CSc2nnc(-c3ccco3)n2Cc2ccccc2)cc1
    -52.3 | 7.8
O=C(O)C1CCCCN1S(=O)(=O)c1ccc(Cl)s1 (stereo unspecified)
    -6.2 | 6.6
COC(=O)c1nnn(CC(=O)Nc2ccc(C)c(F)c2)c1C(=O)OC
    7.5 | -14.0
CC1(C)CC(=O)C2=C(C1)N1CCCCC1CC2=O (stereo unspecified)
    -7.0 | -0.2
O=C(Nc1ccc2c(c1)OCCO2)c1cnc2n(c1=O)CCS2
    4.3 | 14.7
CS(=O)(=O)N(CC(=O)Nc1ccc2c(c1)OCO2)c1ccc(Cl)cc1
    -10.0 | -6.4
Cc1sc2ncnc(N3CCN(c4ncccn4)CC3)c2c1C
    -22.0 | -5.3
CCN(CC(=O)Nc1ccc2c(c1)OCCO2)Cc1cc(=O)oc2c(C)c(C)ccc12
    -16.5 | 8.9
CCOC(=O)c1nc(Nc2ccccc2)c2ccccc2n1
    . | -6.5
CC(=O)Nc1ccc(N2CCN(C(=O)c3cccs3)CC2)cc1
    -11.1 | -7.2
C/C(=N\NC(=O)c1c(Cl)c(C)nn1C)c1cccc(NC(=O)COc2ccccc2)c1
    . | 5.5
Cc1ccc2nsnc2c1S(=O)(=O)N(Cc1ccco1)Cc1cc2cccc(C)c2[nH]c1=O
    3.4 | 9.5
CN(CC(=O)O/N=C(\N)c1ccccn1)S(=O)(=O)c1ccc(Br)cc1
    . | -13.3
CN(C)c1ccc(NC(=O)CCCc2ccccc2)cc1
    12.2 | 10.2
CC(C)C[C@H](NC(=O)c1nc[nH]c1C(=O)N(C)Cc1ccccc1)C(=O)OCc1ccccc1
    . | -16.4
Cc1cc(=O)cc(C)[nH]1
    4.0 | 7.9
CCc1nnc(NC(=O)CSc2nc3cccnc3n2Cc2ccccc2)s1
    . | -4.2
CCNC(=S)NS(=O)(=O)c1ccccc1
    . | 0.1
O=C1c2ccccc2C(=O)N1CCN1CCCCC1
    1.9 | .
Cc1ccc(C)c(NS(=O)(=O)c2c(C)nn(C)c2C)c1
    -15.6 | 6.6
O=C(CN1CCN(c2ccccn2)CC1)Nc1ccc(F)cc1
    . | 2.6
O=C(C1CCCN(S(=O)(=O)c2cccnc2)C1)N1CCn2c1nc1ccccc12 (stereo unspecified)
    -10.4 | -10.1
Cc1ccc(NC(=O)c2cccc(Cl)c2)nc1
    -3.5 | -5.4
CC(=O)CCC(=O)NCCc1ccccc1F
    -6.3 | 12.6
CCOC(=O)C1=C(C)N(CCCC(=O)O)C(=O)NC1c1ccccc1 (stereo unspecified)
    . | 6.2
CC(Cc1ccccc1)C(=O)N1CCN(C)CC1 (stereo unspecified)
    . | 9.4
O=C(NCC(O)c1ccccc1)c1cccc(S(=O)(=O)N2CCOCC2)c1 (stereo unspecified)
    0.3 | 5.3
CN1CCN(Cc2c(O)ccc3occ(C(=O)c4ccccc4)c23)CC1
    -2.2 | 10.6
Nn1c(COc2ccccc2)nnc1SC(F)F
    1.9 | 39.3
Cc1ccc2nc(NC3=NCN(Cc4ccc5c(c4)OCO5)CN3)nc(C)c2c1
    -5.5 | .
COc1ccc(C2C(C(=O)c3ccco3)=C(O)C(=O)N2Cc2cccnc2)cc1OC (stereo unspecified)
    -4.8 | -11.1

Sorted by length of the SMILES (descending): three of the compounds above.
Value order – HIV RNase H inh | RmlC RmlD mix
CCC(c1nnnn1Cc1ccc(OC)cc1)N(CCCO)Cc1cc2cc3c(cc2[nH]c1=O)OCO3 (stereo unspecified)
    . | -2.5
C/C(=N\NC(=O)c1c(Cl)c(C)nn1C)c1cccc(NC(=O)COc2ccccc2)c1
    . | 5.5
COc1cccc(N(CC(=O)N2CCN(C)CC2)S(=O)(=O)c2ccccc2)c1
    0.3 | 9.2

Next compounds.
Value order – HIV RNase H inh | RmlC RmlD mix
CCC(C)Sc1nc(C)nc2c1c(=O)n(C)c(=O)n2C (stereo unspecified)
    -15.0 | -3.5
COc1ccccc1NC(=O)CN(C)S(=O)(=O)c1cc(C)ccc1OC
    . | 9.2
COc1ccc(NC(=O)NCCCN2CCCC2=O)cc1
    -3.2 | -8.2
Cn1cc(C(=O)N2CCN(C(=O)c3ccco3)CC2)c2c3ccccc3n(C)c2c1=O
    -3.5 | 14.9
O=C(NC1CCCCCCC1)C1CCN(c2nc3ccccc3o2)CC1
    6.3 | 5.1
CCOC(=O)c1c(C2CCN(C(=O)OCC)CC2)nc2ccccn12
    -4.5 | -6.7
CCc1nc(OCc2ccco2)c2sc3nc4c(cc3c2n1)COC(C)(C)C4
    13.1 | -9.1
CC(C)n1c(SC2CCOC2=O)nc2ccccc21 (stereo unspecified)
    -7.5 | .
Cc1cccn2c(=O)c(/C=C(\C#N)S(=O)(=O)c3ccccc3)c(N3CCN(C)CC3)nc12
    -1.0 | -4.7
COC(=O)CSc1nnc(-c2ccc(S(=O)(=O)NCc3cccs3)cc2)o1
    -11.2 | -5.5
Cc1ccc(Cn2c(-c3nonc3N)nc3ccccc32)cc1
    -25.3 | 6.8
CCOC(=O)C1=C(c2ccccc2)NC(SCC(N)=O)=C(C#N)C1c1cccnc1 (stereo unspecified)
    . | 8.9
Cc1ccc(S(=O)(=O)N2CCCSCC2)cc1
    -16.6 | 2.1
Cn1c(=O)c2cc(S(=O)(=O)NCCC(=O)Nc3ccc(Cl)cc3)ccc2n(C)c1=O
    1.4 | -10.1
CCn1c(SCC(=O)Nc2cc(C)on2)nnc1-c1ccncc1
    -10.1 | -8.6
O=C(CN(C(=O)CCC(=O)Nc1ccccn1)c1ccc2c(c1)OCO2)NCc1ccco1
    2.3 | 48.4
COc1ccc(C)cc1NC(=O)C1CCCCC1C(=O)O (stereo unspecified)
    -2.2 | -14.8
CC(C)(C)c1ccc(C(=O)Nn2c(CCC(=O)O)ccc2-c2cccs2)cc1
    . | 12.1
O=C(NCc1ccccc1)C1(c2ccccc2)CCN(S(=O)(=O)c2ccccc2)CC1
    . | -3.1
CCOC(=O)CC1=C(C(=O)OCC)C2(C(=O)N1)C(C(=O)OC)=C(N)Oc1ccccc12 (stereo unspecified)
    9.6 | -9.7
CC12CCC(C(=O)Nc3nccs3)(OC1=O)C2(C)C (stereo unspecified)
    . | 11.5
CC1CCC2(CC1)NC(=O)N(CC(=O)c1cccn1C)C2=O (stereo unspecified)
    . | 1.7
CC(C)(C)C(=O)NC(=S)Nc1ccccc1C(=O)Nc1ccccc1
    . | -12.2
COc1ccc(C2NC(=O)c3n[nH]c(C)c32)c(OC)c1 (stereo unspecified)
    -19.3 | 0.2
COc1cc(-c2c(C#N)c(=O)[nH]c3c2c(C)nn3-c2ccccc2)ccc1O
    4.4 | -7.3
C=CCN(c1ccc(C(=O)N2CCN(c3ccc(F)cc3)CC2)cc1)S(C)(=O)=O
    -18.8 | -19.7
COc1ccc(Cn2nnnc2CN2CCc3ccccc32)cc1
    -8.8 | 3.0
O=C(/C=C/c1c(Cl)cccc1Cl)Nc1ccncc1
    . | 15.5
COc1ccc(NC(=O)C2CCN(S(C)(=O)=O)CC2)cc1
    . | 9.9
COc1ccc(/C=N/NS(=O)(=O)c2ccccc2)cc1OS(=O)(=O)c1ccccc1
    . | -45.8
Clc1ccc(COc2ccccc2CNCc2cccnc2)cc1
    . | 1.9
Cc1ccccc1S(=O)(=O)Cc1ccc(C(=O)NCc2cccs2)o1
    . | 11.4
Cc1sc2nc(CSc3nnc(Cc4cccs4)n3C3CCCCC3)[nH]c(=O)c2c1C
    12.2 | -5.5
C=CCn1c(SCC(=O)N2CCOCC2)nc(O)c(Cc2ccccc2)c1=O
    -5.9 | -1.8
CC(=O)Nc1ccc(-c2cc(NC(C)=O)n(-c3ccccc3)n2)cc1
    7.6 | -7.3
Cc1ccc(OC(C)C(=O)N2CCCc3ccccc32)cc1 (stereo unspecified)
    . | -8.0
COc1ccc(C2N=C(N)N=C(N)N2c2ccccc2OC)cc1OC (stereo unspecified)
    . | 4.7
COc1ccc(S(=O)(=O)CCC(=O)NCCc2ccc(C)cc2)cc1
    . | -6.8
CC(=O)c1cccc(NC(=O)C2CCN(S(=O)(=O)c3ccccc3)CC2)c1
    . | -0.3
CC[C@@H](C)[C@@H](C(=O)N1CCN(C(=O)OC(C)(C)C)CC1)n1cc(CCCCNC(=O)OC(C)(C)C)nn1
    . | -2.7
COc1ccc(C(=O)NCCc2ccc(S(N)(=O)=O)cc2)cc1OC
    -13.7 | 6.3
COc1ccccc1CNc1ncnc2c1nnn2Cc1ccccc1
    -6.2 | 5.9
